PDI turbidity – blocks human protein disulfide isomerase activity; P07237; PDI insulin aggregation turbidity, A650, 90 min; inhibition, % at 10 µM; hit rate 0.052% among 350,000;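 active means mean inhibition across replicates of 30% or more, whatever share of single replicates reach that level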;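 further: absorbance from insulin aggregation driven by PDI reduction with DTT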
Target sequence (P07237 whole entry, looked up): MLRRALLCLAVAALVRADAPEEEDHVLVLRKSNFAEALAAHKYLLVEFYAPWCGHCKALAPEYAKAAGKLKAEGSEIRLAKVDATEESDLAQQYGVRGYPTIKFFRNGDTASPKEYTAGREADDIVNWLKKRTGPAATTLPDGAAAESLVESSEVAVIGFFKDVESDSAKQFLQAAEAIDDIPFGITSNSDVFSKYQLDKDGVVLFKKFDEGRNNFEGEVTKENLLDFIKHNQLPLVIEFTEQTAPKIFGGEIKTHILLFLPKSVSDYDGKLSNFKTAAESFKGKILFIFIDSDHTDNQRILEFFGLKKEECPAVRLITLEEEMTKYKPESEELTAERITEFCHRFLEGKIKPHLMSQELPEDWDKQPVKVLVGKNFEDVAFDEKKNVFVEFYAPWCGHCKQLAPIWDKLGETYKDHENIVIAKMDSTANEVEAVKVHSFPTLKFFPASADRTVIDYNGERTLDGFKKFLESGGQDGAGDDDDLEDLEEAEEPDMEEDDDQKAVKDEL
Shn3 inh set2 – reduces Shn3 3'UTR luciferase signal in osteoblasts; hit rate 0.52% among 360,000; AID 588674; inhibition, % at 12.5 µM; Clone20 osteoblast Shn3 3'UTR firefly luciferase, 24 h;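 active means mean inhibition of at least 75% with every replicate also reaching 75%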;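 further: 0% = median of neutral control wells and 100% = pilot-screen positive control compound; some compounds past the cut are filed as inactive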
KKLEB cytotox – CF airway cell cytotoxicity counter-screen | KKLEB CF airway cells viability, ATPlite luminescence, overnight; active compounds read low; cells stimulated with P. aeruginosa culture filtrate | activity change (cytotoxicity), % at 5 µM | hit rate 0.36% among 360,000;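 active means corrected activity change at or below -50% at 5 µM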
Vif imaging – inhibitors of HIV Vif | hit rate 0.35% among 340,000 | inhibition, % at 7.49 µM | AID 602346 | HEK293T cells, Vif self-association by quenched fluorescence, imaging, 24 h; in the data active means inhibition above about 50%, passing the limit was not always enough; further: some results filed as inactive read as strong as hits
HIF-2a inh – blocks HIF-2a reporter activity. inhibition, % at 18.8 µM. hit rate 0.72% among 360,000. AID 624352. 786-0 RCC cells HIF-2a reporter, luciferase luminescence, overnight;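 active means inhibition of the luminescence signal of 40% or more relative to plate controls, in a single-dose primary screen at 18.75 µM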
NR2E3 ag-1 – NR2E3 (human) agonism; Q9Y5X4; GST-NR2E3/biotin-RetCOR TR-FRET, 1536-well; AID 2300; inhibition of corepressor binding, % at 4.78 µM; hit rate 0.12% among 320,000;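 active means percent inhibition above the cutoff of mean plus 3 SD of all tested compounds, set per screening campaign, cut at about 20% in these data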;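 further: 0% = DMSO wells and 100% = biotin wells as full block of FRET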
Target sequence (Q9Y5X4 whole entry, looked up): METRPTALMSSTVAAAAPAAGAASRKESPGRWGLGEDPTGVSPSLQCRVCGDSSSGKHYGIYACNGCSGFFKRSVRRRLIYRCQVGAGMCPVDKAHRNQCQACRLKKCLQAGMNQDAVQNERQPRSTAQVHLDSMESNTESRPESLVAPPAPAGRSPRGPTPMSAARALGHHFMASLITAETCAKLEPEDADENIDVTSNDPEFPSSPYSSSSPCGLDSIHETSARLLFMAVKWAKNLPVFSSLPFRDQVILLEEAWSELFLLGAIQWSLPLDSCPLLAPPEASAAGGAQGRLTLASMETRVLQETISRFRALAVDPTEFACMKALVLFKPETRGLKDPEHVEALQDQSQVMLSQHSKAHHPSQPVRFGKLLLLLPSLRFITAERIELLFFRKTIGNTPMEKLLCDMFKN
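Material – GST-tagged NR2E3 plus biotinylated RetCOR corepressor · Quantity – NR2E3 fusion 1.35 nM · Times – 5 h incubation at 4 °C · Medium – pH 7.5 Tris-based buffer · Technique – TR-FRET, Eu(K)-anti-GST donor, streptavidin-D2 acceptor, ex 340, em 617/671 nm · Benchmarks – high control biotin, low control 0.6% DMSO · Format – 1536-well plates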
TRPM1 prom inh – MITF TRPM1 promoter inhibition in SK-MEL-5 cells; SK-MEL-5 TRPM1 promoter luciferase, 24 h; inhibition, % at 12.5 µM; hit rate 0.83% among 330,000; AID 488899;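 active means mean inhibition across replicates of 60% or more, whatever share of single replicates reaches that level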; further: values of inactives mirror those of a sister screen read the other way
Peg3 promoter – reduces Peg3 promoter-driven luciferase expression in HeLa; hit rate 1.7% among 360,000; HeLa PEG-Prom luciferase reporter, luminescence, overnight; inhibition, % at 20 µM; AID 588405;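 active means inhibition of at least 50% at 20 µM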
CF NFkB block – inhibitors of cystic fibrosis induced NF-kB; KKLEB NF-kB-GFP reporter, PAF-induced, GFP fluorescence overnight; AID 588850; hit rate 0.86% among 360,000; inhibition, % at 5 µM;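 active means at least 50% inhibition at 5 µM, scaled per plate between neutral and stimulator controls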;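 further: PAF is a Pseudomonas aeruginosa culture filtrate used as stimulus; plate controls were PAF-stimulated DMSO wells for no effect and unstimulated DMSO wells for full effect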
CaV13 FRET inh – Primary screen for inhibitors of IQ motif and Ca2+-dependent inactivation inhibitor domain binding in CACNA1D, Förster resonance energy transfer in living cells, … | HEK cells, CFP/YFP FRET ICDI-IQ, plate reader, 10 min; percent FRET-ratio fall versus neutral wells | inhibition, % at 12.3 µM | hit rate 0.098% among 340,000 | AID 743397;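 active means mean replicate inhibition of at least 30% and at least 1% of replicates passing that level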;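 further: 0% = median of the neutral control wells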
NR2E3 ag-2 – activates human NR2E3 receptor; hit rate 0.35% among 360,000; AID 602229; inhibition of corepressor binding, % at 3.98 µM; Q9Y5X4; CHO-S Gal4-NCOR/VP16-NR2E3 two-hybrid, luciferase;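 active means inhibition above the mean of all tested compounds plus 3 SD, cut at about 70% in these data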;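 further: 0% = DMSO with NR2E3 transfected cells and 100% = cells lacking NR2E3 construct; higher means lower luciferase signal from less NR2E3 corepressor binding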
Numbers without * were called inactive; . = no result given. No enrichment for hits; about 3.3% have a hit in one of these screens.

Field names: A = PDI turbidity; B = Shn3 inh set2; C = KKLEB cytotox; D = Vif imaging; E = HIF-2a inh; F = NR2E3 ag-1; G = TRPM1 prom inh; H = Peg3 promoter; I = CF NFkB block; J = CaV13 FRET inh; K = NR2E3 ag-2
CC(C)(C)S(=O)N1Cc2cc(C(=O)NCc3ccc4c(c3)OCO4)nc(-c3cccc(-c4ccccc4)c3)c2[C@@H]1CCO (stereo partly drawn)
  A: .	B: 15	C: -5	D: .	E: 14	F: .	G: .	H: 31	I: 4	J: -4	K: -5

Cc1noc(C)c1NC(=O)NCCN1CCN(Cc2ccccc2)CC1
  A: 0	B: -12	C: -8	D: 4	E: 18	F: -1	G: 6	H: -2	I: -1	J: -5	K: -29

Cc1nn(C)c(C)c1NC(=O)c1ccnn1C
  A: 0	B: -5	C: 7	D: 13	E: 7	F: -1	G: -5	H: 3	I: -13	J: -1	K: 5

CC(C)COP(=O)(c1ccc(N(C)C)cc1)C(O)c1ccc(Br)cc1 (stereo not drawn)
  A: 5	B: 12	C: -7	D: -9	E: 6	F: 1	G: -7	H: 20	I: 0	J: -4	K: -12

CCOC(=O)c1c(CSc2ccccc2)n(C)c2ccc(O)c(CN3CCN(C)CC3)c12
  A: 8	B: -6	C: 1	D: 1	E: 15	F: 2	G: 0	H: -17	I: 12	J: -14	K: -4

COc1ccc(CCNC(=O)COc2ccc(C)nc2[N+](=O)[O-])cc1OC
  A: 16	B: -2	C: 5	D: -4	E: -49	F: 0	G: 17	H: -18	I: 6	J: -3	K: 3

CCCCc1ccc(NS(=O)(=O)c2c(C)n(C)c(=O)n(C)c2=O)cc1
  A: .	B: -3	C: -8	D: -1	E: 13	F: -1	G: 5	H: 8	I: -2	J: -5	K: -18

Cc1ccccc1Nc1nc(N)nc(CSc2nc3ccccc3s2)n1
  A: 12	B: -28	C: -4	D: 1	E: -35	F: 1	G: -23	H: -37	I: -8	J: -3	K: -10

O=C(O)CN1CCCC1=Nc1ccccc1
  A: 10	B: -71	C: 4	D: 8	E: 25	F: 2	G: 6	H: 5	I: 0	J: -8	K: -12

CCCS(=O)(=O)N1CCN(C(=O)c2cccs2)CC1
  A: -2	B: 1	C: 1	D: -8	E: 15	F: 7	G: 5	H: 7	I: -5	J: .	K: -7

O=C(c1ccc(F)cc1)N1CCN(C2CCCCC2)CC1
  A: -4	B: 18	C: -3	D: -1	E: 18	F: .	G: -11	H: 0	I: 0	J: -6	K: 5

COC(=O)N1CCCCC1c1cc(C(=O)Nc2cccc3c2CCCC3)no1 (stereo not drawn)
  A: -5	B: 16	C: 5	D: -6	E: 7	F: .	G: .	H: -6	I: -34	J: -4	K: -26

CCn1cnc2c(Nc3cc(F)cc(F)c3)nc(C#N)nc21
  A: 0	B: -2	C: -18	D: 1	E: -197	F: 2	G: -75	H: -145	I: 14	J: -6	K: 11

C(=C\c1ccccc1)/C=N/N1CCN(Cc2ccccc2)CC1
  A: -1	B: -26	C: 1	D: 3	E: -179	F: 1	G: -28	H: -128	I: -22	J: -2	K: -41

O=C(COc1ccc(/C=N/NC(=O)CSCc2ccc([N+](=O)[O-])cc2)cc1)NCc1ccco1
  A: 10	B: -4	C: 2	D: -6	E: 20	F: -1	G: -5	H: 22	I: 5	J: -3	K: -18

COc1cc(C(=O)Nc2ccc3nc4n(c(=O)c3c2)CCCCC4)cc(OC)c1OC
  A: -2	B: 0	C: -12	D: 14	E: -37	F: -4	G: -7	H: -17	I: 15	J: -3	K: 2

CCN(C(=O)CSc1ncn[nH]1)C1CCCCC1
  A: 1	B: -11	C: 3	D: -15	E: -13	F: 1	G: 5	H: -1	I: 7	J: -3	K: 5

O=C(CCCc1nc(-c2ccccc2Cl)no1)NC1CCCCC1
  A: 7	B: -4	C: 0	D: .	E: 23	F: 1	G: -1	H: 7	I: 0	J: -2	K: -18

CCOC(=O)C1CC(=O)c2ccccc2C1c1ccccc1 (stereo not drawn)
  A: -1	B: 2	C: 2	D: -3	E: 6	F: .	G: -7	H: 14	I: -1	J: -5	K: -8

COc1ccc(CNC(=O)CN(C(=O)c2csnn2)c2ccc3c(c2)OCCO3)cc1
  A: 1	B: -22	C: 5	D: -2	E: -64	F: 7	G: -8	H: -34	I: -2	J: -5	K: -6

O=C(Cn1nnc(-c2cccc(C(F)(F)F)c2)n1)N1CCOCC1
  A: 6	B: -9	C: -7	D: 8	E: 0	F: -2	G: 7	H: 0	I: 1	J: -8	K: -9

Cc1ccc(S(=O)(=O)n2nccc2-c2c(-c3ccc(Cl)cc3)noc2C)cc1
  A: 3	B: 70	C: 3	D: -1	E: 1	F: 1	G: 15	H: 37	I: -9	J: -5	K: -10

COc1ccc(S(=O)(=O)N2CCCC2CNC(=O)C(=O)Nc2ccc(C)cc2)cc1 (stereo not drawn)
  A: -10	B: -6	C: 6	D: -3	E: -4	F: 0	G: -2	H: -1	I: 1	J: -3	K: -9

O=C(Nc1ccccc1)c1ccccc1CSc1ccccc1
  A: -6	B: -3	C: 6	D: -2	E: -10	F: -2	G: -16	H: -4	I: -7	J: -5	K: 22

O=C(NCc1cccnc1)/C(=C\c1ccc(-c2ccc(Cl)c(Cl)c2)o1)S(=O)(=O)c1ccccc1
  A: -3	B: 98*	C: -98*	D: -4	E: 97*	F: 1	G: 90*	H: 102*	I: 99*	J: -1	K: 92*

Filtered by structure: the compounds so far containing two or more sulfur atoms
Field names: A = PDI turbidity; B = Shn3 inh set2; C = KKLEB cytotox; D = Vif imaging; E = HIF-2a inh; F = NR2E3 ag-1; G = TRPM1 prom inh; H = Peg3 promoter; I = CF NFkB block; J = CaV13 FRET inh; K = NR2E3 ag-2
Cc1ccccc1Nc1nc(N)nc(CSc2nc3ccccc3s2)n1
  A: 12	B: -28	C: -4	D: 1	E: -35	F: 1	G: -23	H: -37	I: -8	J: -3	K: -10

CCCS(=O)(=O)N1CCN(C(=O)c2cccs2)CC1
  A: -2	B: 1	C: 1	D: -8	E: 15	F: 7	G: 5	H: 7	I: -5	J: .	K: -7

Three entries out of the list above, sorted by the number in NR2E3 ag-1, high to low.
molecule	PDI turbidity	Shn3 inh set2	Vif imaging	HIF-2a inh	NR2E3 ag-1	TRPM1 prom inh	Peg3 promoter	CF NFkB block	CaV13 FRET inh	NR2E3 ag-2
CCn1cnc2c(Nc3cc(F)cc(F)c3)nc(C#N)nc21	0	-2	1	-197	2	-75	-145	14	-6	11
O=C(COc1ccc(/C=N/NC(=O)CSCc2ccc([N+](=O)[O-])cc2)cc1)NCc1ccco1	10	-4	-6	20	-1	-5	22	5	-3	-18
O=C(Cn1nnc(-c2cccc(C(F)(F)F)c2)n1)N1CCOCC1	6	-9	8	0	-2	7	0	1	-8	-9

Structures from the list above containing a nitro group on carbon, in the order listed:
Field names: A = PDI turbidity; B = Shn3 inh set2; C = KKLEB cytotox; D = Vif imaging; E = HIF-2a inh; F = NR2E3 ag-1; G = TRPM1 prom inh; H = Peg3 promoter; I = CF NFkB block; J = CaV13 FRET inh; K = NR2E3 ag-2
COc1ccc(CCNC(=O)COc2ccc(C)nc2[N+](=O)[O-])cc1OC
  A: 16	B: -2	C: 5	D: -4	E: -49	F: 0	G: 17	H: -18	I: 6	J: -3	K: 3

O=C(COc1ccc(/C=N/NC(=O)CSCc2ccc([N+](=O)[O-])cc2)cc1)NCc1ccco1
  A: 10	B: -4	C: 2	D: -6	E: 20	F: -1	G: -5	H: 22	I: 5	J: -3	K: -18

Continued.
Field names: A = PDI turbidity; B = Shn3 inh set2; C = KKLEB cytotox; D = Vif imaging; E = HIF-2a inh; F = NR2E3 ag-1; G = TRPM1 prom inh; H = Peg3 promoter; I = CF NFkB block; J = CaV13 FRET inh; K = NR2E3 ag-2
O=c1c2ccccc2[nH]c(=S)n1Cc1cccs1
  A: -6	B: 11	C: 3	D: 4	E: 0	F: 0	G: 1	H: 5	I: 13	J: 7	K: -1

C=CCN(C(C(=O)OC)C(C)C)S(=O)(=O)CCNCc1ccccc1 (stereo not drawn)
  A: 0	B: -4	C: -4	D: 8	E: 7	F: .	G: -3	H: 3	I: -3	J: -9	K: 12

COc1ccc(CNCc2ccc([N+](=O)[O-])cc2)cc1OC
  A: 2	B: -2	C: -1	D: 2	E: 6	F: -2	G: 2	H: 13	I: -20	J: -2	K: -32

COc1ccc(S(=O)(=O)N2CCN(C)CC2)cc1NC(=O)c1ccccc1F
  A: 2	B: 4	C: 8	D: -5	E: 8	F: 3	G: 13	H: 18	I: 0	J: -7	K: 1

CCOc1ccc(-c2cc(C(=O)Nc3ccc(C)c(NS(C)(=O)=O)c3)[nH]n2)c(C)c1
  A: 1	B: 7	C: 4	D: -31	E: -47	F: .	G: .	H: -4	I: -13	J: -5	K: -3

O=C(O)c1ccc2c(=O)n3c(nc2c1)/C(=C/c1cccc(O)c1)CC3
  A: 14	B: 16	C: 17	D: -1	E: 5	F: -2	G: -1	H: 7	I: 2	J: -15	K: -14

Cc1nc(-c2ccccc2)sc1C1(C)CC(c2cccc(F)c2)=NO1 (stereo not drawn)
  A: 4	B: 18	C: 2	D: 6	E: -91	F: 0	G: 3	H: -56	I: 16	J: -9	K: 8

COc1ccc(CC(=O)Nc2ccc(S(=O)(=O)N3CCCCC3)cc2)cc1OC
  A: 1	B: 24	C: -10	D: 20	E: 11	F: 2	G: 4	H: 12	I: 24	J: .	K: 24

Cc1ccc(S(=O)(=O)NCC(=O)N2CCCCC2)cc1
  A: -21	B: -6	C: 4	D: -11	E: -5	F: 0	G: -12	H: 0	I: 4	J: -6	K: -1

Cc1[nH]n(-c2ccccc2)c(=O)c1C(c1cccc([N+](=O)[O-])c1)c1c(C)[nH]n(-c2ccccc2)c1=O
  A: -10	B: 8	C: 3	D: 0	E: 15	F: -1	G: 6	H: -2	I: 10	J: -5	K: -11

COc1ccccc1C(CNC(=O)c1ccc(NS(=O)(=O)c2ccc(F)c(C)c2)cc1)N(C)C (stereo not drawn)
  A: 16	B: 8	C: 29	D: -1	E: 18	F: -3	G: -2	H: 7	I: -36	J: -5	K: 16

O=C(O)CNC(=O)CC12CC3CC(CC(C3)C1)C2
  A: -4	B: -16	C: -2	D: 19	E: 6	F: 4	G: -6	H: 4	I: 7	J: -2	K: 6

NNC(=O)Cc1csc(-c2ccccc2)n1
  A: 8	B: 10	C: 0	D: -3	E: 14	F: 0	G: 3	H: 5	I: 8	J: -4	K: -8

CC(=O)c1c(OC(=O)c2ccco2)c2ccccc2n1C
  A: 9	B: -14	C: 2	D: 0	E: 6	F: -13	G: -4	H: -4	I: 4	J: -3	K: -11

Cc1cccc(C)c1OCC(=O)NCc1nnc(SCC(=O)NC2CCCCC2)n1C
  A: -1	B: -45	C: 11	D: -3	E: 18	F: 3	G: 15	H: 13	I: 7	J: -8	K: -13

CC1CC(C)CN(C(=O)COC(=O)c2ccc([N+](=O)[O-])o2)C1 (stereo not drawn)
  A: -3	B: -13	C: 5	D: -1	E: -7	F: -1	G: 17	H: 25	I: 0	J: -2	K: -21

Screens from PubChem.
